Giardia kill: Small Molecules that selectively kill Giardia lamblia: qHTS; Giardia lamblia trophozoite viability; activity change, % at 7.66 µM, hits read low; actives 0.15% (n = 340,000); in the data active means activity change below about -80%; inconclusive means between about -30% and that limit;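 further: parasites exposed to compound for two days anaerobically before the ATP read; on the % scale 0 is the no-effect control and ±100 the full control effect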
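Giardia trophozoites, 100 cells per well, were exposed to compounds for 48 hrs at 37 deg C under anaerobic conditions; viability was then read as ATP content by bioluminescence after 15-30 min at room temperature.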
ELG1 genotoxic: qHTS screen for small molecules that induce genotoxicity in human embryonic kidney (HEK293T) cells expressing luciferase-tagged ELG1; HEK293T ELG1-luciferase reporter, luminescence, 16 h; Potency, µM (highest dose often 46 µM), for inactives: top-dose activity change, positive = activation, most hits filed as activators; actives 1.3% (n = 330,000); AID 504466, 2011; further: potency means the concentration at half of the fitted maximal effect; % of control where 0% means no effect; nearly all actives have a fitted effect of over 60% in size
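Screening used a luciferase reporter fused to human ELG1 in HEK293T cells. Luminescence was read on a CCD plate imager after 16 hr exposure and 30 min ONE-Glo incubation.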
Rab9 promoter act: qHTS Assay for Rab9 Promoter Activators | Huh7 Rab9 promoter-luciferase reporter, luminescence, 24 h | Potency, µM (highest dose often 9.22 µM), inactives show at the top dose activation, negative = inhibition, usual class: activators | actives 2.8% (n = 320,000) | AID 485297, 2010; further: potency means the concentration at half of the fitted maximal effect; % of control where 0% means no effect; nearly all actives have a fitted effect of over 60% in size
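Stable Rab9-luc Huh7, 1500 cells/well, 2 h settle; cmpd in DMSO, 24 h, 37 °C/5% CO2; luciferase reagent 10 min RT; luminescence.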
NPC1 prom act: qHTS Assay for NPC1 Promoter Activators | Huh7 NPC1 promoter luciferase reporter, 24 h | Potency, µM (titrated, usually from 9.22 µM), for inactives: top-dose activation, actives largely listed as activators | actives 2.4% (n = 320,000) | AID 485313, 2010;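 further: potency means the concentration at half of the fitted maximal effect; % of control where 0% means no effect; nearly all actives have a fitted effect of over 60% in size; reporter is driven by a mutant NPC1 promoter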
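Readout is luciferase luminescence, reflecting NPC1 promoter activation in stably transfected Huh7 cells after 24 h compound exposure at 37 °C in reduced-serum medium with 10% FBS.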
RORg inh: qHTS for inhibitors of ROR gamma transcriptional activity | Nuclear receptor ROR-gamma (Mus musculus), P51450 | Drosophila S2 Gal4-RORgamma UAS-luciferase reporter, 20 h | Potency, µM (top dose mostly 53.6 µM), without a hit: at the highest dose activity change, negative = inhibition, actives largely listed as inhibitors | actives 5.4% (n = 310,000) | AID 2551, 2010; further: potency means the concentration at half of the fitted maximal effect; on the % scale 0 is the no-effect control and ±100 the full control effect; nearly all actives have a fitted effect of over 60% in size
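Stable Schneider cell line, Gal4 DNA-binding domain fused to ROR gamma, UAS-luciferase. Cmpd 1 hr RT → CuSO4 700 uM final → 20 hr RT → luciferase reagent 10 min → luminescence.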
BRCA1 expr up: qHTS Assay to Identify Small Molecule Activators of BRCA1 Expression; Potency, µM (highest dose often 46.1 µM), for the others: at the highest dose activation, usual class: activators; MCF7-BRCA1-FFLuc reporter, luminescence, 48 h; response scale: scaled: vehicle 0%, 10 µM genistein 100%; actives 1.1% (n = 380,000); further: potency means the concentration at half of the fitted maximal effect; nearly all actives have a fitted effect of over 80% in size; some results filed as inactive show a strong effect at the top dose
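Luminescence from a BRCA1-driven firefly luciferase in MCF7 cells was the read-out, taken 15 min after substrate addition following 48 h compound exposure at 37 °C. Data were normalized to a 10 microM genistein control and DMSO vehicle.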
VP16 counter: VP16 counterscreen qHTS for inhibitors of ROR gamma transcriptional activity. actives 3.5% (n = 310,000). AID 2546, 2010. Drosophila S2 Gal4-VP16 UAS-luciferase, luminescence, 20 h. Potency, µM (top dose mostly 53.6 µM), inactives show at the highest dose activity, negative = inhibition, most hits filed as inhibitors;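 further: Gal4-VP16 expression switched on by copper sulfate through the metallothionein promoter; potency means the concentration at half of the fitted maximal effect; on the % scale 0 is the no-effect control and ±100 the full control effect; nearly all actives have a fitted effect of over 50% in size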
Menin-MLL TR inh: qHTS Assay for Inhibitors Targeting the Menin-MLL Interaction in MLL Related Leukemias: Competition With Texas Red Labeled MLL-derived Mutant Peptide; Menin + Texas Red MLL mutant peptide, fluorescence polarization; Potency, µM (titrated, usually from 61.6 µM), without a hit: top-dose FP activity change, negative = inhibition, most hits filed as inhibitors; actives 0.23% (n = 270,000); AID 1768, 2009; active means well fitted inhibition curve with a large enough effect in the polarisation, with a control signal flat, not every such curve was filed as active; inconclusive means small, poorly fitted or top-dose-only effect, or effect the other way, or a change in a side signal; inactive means no such curve, though single readings can be large or run the other way; the % refers to the polarisation; further: potency means the concentration at half of the fitted maximal effect; % of control where 0% means no effect; many of its hits are not listed in these tables
PKM2 activator: qHTS Assay for Activators of Human Muscle isoform 2 Pyruvate Kinase; Pyruvate kinase PKM (Homo sapiens), P14618; purified PKM2, Kinase-Glo ATP luminescence, activation; response scale: 0% is enzyme alone, no compound; Potency, µM (top dose mostly 57.5 µM), inactives show at the highest dose activation, most hits filed as activators; actives 0.34% (n = 260,000); AID 1631, 2009; further: potency means the concentration at half of the fitted maximal effect; on the % scale 0 is the no-effect control and ±100 the full control effect; nearly all actives have a fitted effect of over 55% in size
Target sequence (P14618 whole entry, looked up, canonical isoform): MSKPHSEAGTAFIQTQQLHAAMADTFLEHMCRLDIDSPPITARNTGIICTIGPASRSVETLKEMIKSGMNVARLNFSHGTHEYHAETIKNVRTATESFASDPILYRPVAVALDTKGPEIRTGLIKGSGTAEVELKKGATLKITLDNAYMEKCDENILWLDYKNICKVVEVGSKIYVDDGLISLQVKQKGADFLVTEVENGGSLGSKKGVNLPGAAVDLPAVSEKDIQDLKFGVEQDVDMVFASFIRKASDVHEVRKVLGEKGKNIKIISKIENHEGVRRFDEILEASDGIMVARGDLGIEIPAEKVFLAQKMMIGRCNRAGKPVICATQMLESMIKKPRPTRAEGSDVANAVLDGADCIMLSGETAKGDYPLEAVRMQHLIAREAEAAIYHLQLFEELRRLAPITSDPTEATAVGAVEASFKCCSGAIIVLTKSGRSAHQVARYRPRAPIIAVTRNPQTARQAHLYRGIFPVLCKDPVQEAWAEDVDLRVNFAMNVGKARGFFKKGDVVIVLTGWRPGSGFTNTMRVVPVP
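Kinase-Glo luminescence reports ATP generated from ADP (0.1 mM) and PEP (0.5 mM) by purified hPK-M2 after 1 h at room temperature, pH 7.2 imidazole buffer; intermediate enzyme activity allows detecting inhibitors and activators.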
FLuc counter: qHTS profiling assay for firefly luciferase inhibitor/activator using purifed enzyme and Km concentrations of substrates (counterscreen for miR-21 project); AID 588342, 2011; actives 6.9% (n = 360,000); Potency, µM (top dose mostly 57.5 µM), for the others: at the highest dose activity change, negative = inhibition, hits mostly inhibitors; Luciferin 4-monooxygenase (Photinus pyralis), P08659; purified FLuc, Km substrates, luminescence inhibition;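 further: potency means the concentration at half of the fitted maximal effect; plate controls were vehicle for no effect and reference inhibitor for full effect; nearly all actives have a fitted effect of over 55% in size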
Target sequence (P08659 whole entry, looked up): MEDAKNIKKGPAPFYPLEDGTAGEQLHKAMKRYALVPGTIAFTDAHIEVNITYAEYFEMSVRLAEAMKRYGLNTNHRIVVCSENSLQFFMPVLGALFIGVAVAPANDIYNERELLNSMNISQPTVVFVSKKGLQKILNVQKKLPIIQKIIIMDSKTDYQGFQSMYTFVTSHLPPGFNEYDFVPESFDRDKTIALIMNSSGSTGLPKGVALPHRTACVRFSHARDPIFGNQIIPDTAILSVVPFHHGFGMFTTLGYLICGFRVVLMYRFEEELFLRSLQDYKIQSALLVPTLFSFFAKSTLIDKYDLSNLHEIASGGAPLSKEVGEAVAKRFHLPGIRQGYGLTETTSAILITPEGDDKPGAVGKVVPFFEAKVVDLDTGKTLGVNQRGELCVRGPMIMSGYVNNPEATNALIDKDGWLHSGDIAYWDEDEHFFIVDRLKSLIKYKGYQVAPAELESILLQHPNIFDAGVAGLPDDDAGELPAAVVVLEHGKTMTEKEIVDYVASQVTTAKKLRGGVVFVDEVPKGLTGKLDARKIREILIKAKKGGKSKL
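Purified P. pyralis luciferase (10nM final) with 10uM D-luciferin and 10uM ATP (Km levels) in 50mM Tris acetate pH 7.5, 10mM Mg acetate, 0.01% Tween-20, 0.05% BSA; qHTS 6-point titration, ~60 µM downward; luminescence read.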
p53 reactivator: qHTS assay for re-activators of p53 using a Luc reporter; H1299 p53-A138V BP100-luciferase reporter, luminescence, 24 h; Potency, µM (titrated, usually from 92.2 µM), without a hit: at the highest dose activity change, positive = activation, actives largely listed as activators; actives 0.063% (n = 320,000); further: potency means the concentration at half of the fitted maximal effect; % of control where 0% means no effect; nearly all actives have a fitted effect of over 45% in size
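p53-null H1299 cells stably carrying temperature-sensitive p53-A138V and a BP100-luciferase reporter were pinned with compounds (4-point, 1:5 series) and held 24 hrs at 37 deg C. Luminescence was read 10 min after detection reagent.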
Numbers without * were called inactive; [ ] = remark or other dose. Unless noted, the call rests on the fitted dose curve; in most records, active means well fitted curve in the direction sought with a large enough effect; inconclusive means small, poorly fitted or top-dose-only effect, or another doubt; inactive means no such curve, though single readings can be large; an effect the other way counts as inactive or inconclusive. This is a subset; the hit share may differ from the screen's.

Screening CCOC(=O)Cc1csc(CC(N)=O)n1 returned Giardia kill -4, ELG1 genotoxic -3%, Rab9 promoter act 1%, NPC1 prom act 0%, RORg inh -19%, BRCA1 expr up 30%, VP16 counter -13%, PKM2 activator -2%, FLuc counter 4% and p53 reactivator -2%.
`CCN1CCc2c(sc(NC(=O)c3ccc(S(=O)(=O)N(CC)c4ccccc4)cc3)c2C(N)=O)C1` gave Giardia kill -12, ELG1 genotoxic inconclusive, Rab9 promoter act -3%, NPC1 prom act -3%, RORg inh -40%, BRCA1 expr up -41%, VP16 counter inconclusive, PKM2 activator 0%, FLuc counter 0% and p53 reactivator -1%.
CCCCCC(=O)Nc1cccc(C2=NOC3(C2)C[C@H](C(N)=O)N(C(=O)CC#N)C3)c1 (stereo partly drawn) was read as ELG1 genotoxic 4%, Rab9 promoter act -8%, NPC1 prom act -5%, RORg inh 12%, VP16 counter -8%, PKM2 activator 1%, FLuc counter 2% and p53 reactivator 1%.
For CC1=C(C#N)S(=O)(=O)C(C#N)C(c2ccccc2)C1 (stereo not drawn) the results were Giardia kill 12, ELG1 genotoxic -1%, Rab9 promoter act -2%, NPC1 prom act 2%, RORg inh 1%, BRCA1 expr up -15%, VP16 counter 10%, PKM2 activator -1%, FLuc counter 0% and p53 reactivator -5%.
CCN(CC)CCCN(C(=O)c1cccc(C)c1)c1nc(-c2ccc(OC)cc2)cs1 was read as Giardia kill -2, ELG1 genotoxic -8%, Rab9 promoter act 0%, NPC1 prom act 2%, RORg inh 0%, BRCA1 expr up -60%, VP16 counter -1%, Menin-MLL TR inh inconclusive, PKM2 activator -5%, FLuc counter -2% and p53 reactivator 1%.
CC12CCC(C(=O)N3CCCCCC3)(OC1=O)C2(C)C (stereo not drawn) was read as Giardia kill 17, ELG1 genotoxic -1%, Rab9 promoter act -2%, NPC1 prom act 0%, RORg inh -5%, BRCA1 expr up 0%, VP16 counter 9%, Menin-MLL TR inh 7%, PKM2 activator -1%, FLuc counter 2% and p53 reactivator -2%.
`COc1ccc(-n2cnnc2SCC(=O)Nc2ccc(N3CCOCC3)cc2)cc1` gave Giardia kill -12, ELG1 genotoxic -2%, Rab9 promoter act 0%, NPC1 prom act -4%, RORg inh -2%, BRCA1 expr up 2%, VP16 counter 3%, Menin-MLL TR inh 31%[activator], PKM2 activator 0%, FLuc counter -19% and p53 reactivator -3%.
Screening Cc1ccc(Nc2cnn(C34CC5CC(CC(CC(=O)O)(C5)C3)C4)c(=O)c2Cl)cc1 returned Giardia kill 10, ELG1 genotoxic -1%, Rab9 promoter act -2%, NPC1 prom act 0%, RORg inh -7%, BRCA1 expr up 0%, VP16 counter -1%, PKM2 activator -3%, FLuc counter 0% and p53 reactivator -8%.
N#Cc1c(N2CCN(c3ccc(F)cc3)CC2)nc(N)c2c(N)nc3c(c12)CC(=O)N3C1CC1 was read as Giardia kill 17, ELG1 genotoxic -9%, Rab9 promoter act -2%, NPC1 prom act -7%, RORg inh 5%, BRCA1 expr up -31%, VP16 counter -5%, Menin-MLL TR inh inconclusive, PKM2 activator 8%, FLuc counter 2% and p53 reactivator 2%.
For CCOC(CNc1cc(C)nc2c(-c3ccccc3OC)c(C)nn12)OCC the results were Giardia kill -19, ELG1 genotoxic -7%, Rab9 promoter act -17%, NPC1 prom act -2%, RORg inh -35%, BRCA1 expr up -9%, VP16 counter 4%, Menin-MLL TR inh inconclusive, FLuc counter -2% and p53 reactivator -2%.
For Nc1ccc(CCC(=O)N2CCCC2)cc1 the results were Giardia kill 0, ELG1 genotoxic 2%, Rab9 promoter act 9%, NPC1 prom act 0%, RORg inh 3%, BRCA1 expr up 1%, VP16 counter 3%, Menin-MLL TR inh 1%, PKM2 activator -2% and FLuc counter 0%.
`CCCNC(=O)CCn1nc(-c2ccc(Cl)cc2)c2ccccc2c1=O` gave Giardia kill 4, ELG1 genotoxic -5%, Rab9 promoter act -10%, NPC1 prom act 3%, RORg inh 29%, BRCA1 expr up -31%, VP16 counter 6%, PKM2 activator 1%, FLuc counter -3% and p53 reactivator -6%.

The list goes on; it opens with the two that closed the last part.
For Nc1ccc(CCC(=O)N2CCCC2)cc1 the results were Giardia kill 0, ELG1 genotoxic 2%, Rab9 promoter act 9%, NPC1 prom act 0%, RORg inh 3%, BRCA1 expr up 1%, VP16 counter 3%, Menin-MLL TR inh 1%, PKM2 activator -2% and FLuc counter 0%.
`CCCNC(=O)CCn1nc(-c2ccc(Cl)cc2)c2ccccc2c1=O` gave Giardia kill 4, ELG1 genotoxic -5%, Rab9 promoter act -10%, NPC1 prom act 3%, RORg inh 29%, BRCA1 expr up -31%, VP16 counter 6%, PKM2 activator 1%, FLuc counter -3% and p53 reactivator -6%.
CCc1cccc(NS(=O)(=O)c2c(C)nc3scc(C)n3c2=O)c1 was read as Giardia kill -1, ELG1 genotoxic 0%, Rab9 promoter act -8%, NPC1 prom act 2%, RORg inh 44%, BRCA1 expr up -17%, VP16 counter 0%, Menin-MLL TR inh inconclusive, PKM2 activator 29%, FLuc counter -3% and p53 reactivator -2%.
CC(=O)Nc1ccc(N=NC2C(=O)N(C(N)=S)N=C2C)cc1 (stereo not drawn) was read as Giardia kill -1, ELG1 genotoxic inconclusive, Rab9 promoter act inconclusive, NPC1 prom act inconclusive, RORg inh 5µM*, BRCA1 expr up 15%, VP16 counter 8.9µM*, Menin-MLL TR inh inconclusive, PKM2 activator -8%, FLuc counter 12µM* and p53 reactivator inconclusive.
For CN(C)S(=O)(=O)c1cccc(-n2sc3ccccc3c2=O)c1 the results were Giardia kill -5, ELG1 genotoxic 1%, Rab9 promoter act inconclusive, NPC1 prom act 10%, RORg inh inconclusive, BRCA1 expr up 52%, VP16 counter inconclusive, Menin-MLL TR inh 6%, PKM2 activator 2.8µM*, FLuc counter 11µM* and p53 reactivator -2%.
`COc1cccc2c(=O)c(C(=O)NCc3cccs3)c[nH]c12` gave Giardia kill -1, ELG1 genotoxic inconclusive, Rab9 promoter act 3.5µM*, NPC1 prom act inconclusive, RORg inh inconclusive, BRCA1 expr up 75%, VP16 counter -5%, Menin-MLL TR inh inconclusive, PKM2 activator 20%, FLuc counter 9.5µM* and p53 reactivator 15%.
`O=C(O)c1cccc(-c2nc3ccccc3[nH]2)c1` gave Giardia kill 27, ELG1 genotoxic -6%, Rab9 promoter act inconclusive, NPC1 prom act inconclusive, RORg inh -32%, BRCA1 expr up -72%[inhibitor], VP16 counter inconclusive, Menin-MLL TR inh -5%, PKM2 activator -16%, FLuc counter 1.9µM* and p53 reactivator 0%.
For COc1ccccc1C(=O)NCCC(=O)NCC1CCCO1 (stereo not drawn) the results were Giardia kill -17, ELG1 genotoxic 3%, Rab9 promoter act 0%, NPC1 prom act -2%, BRCA1 expr up 0%, FLuc counter 3% and p53 reactivator 4%.
`CC(C)NC(=O)c1ccc2c(=O)n(Cc3ccco3)c(=S)[nH]c2c1` gave Giardia kill 0, ELG1 genotoxic -3%, Rab9 promoter act 1%, NPC1 prom act 6%, RORg inh -16%, BRCA1 expr up -36%, VP16 counter -8%, Menin-MLL TR inh 25%, PKM2 activator -9%, FLuc counter -3% and p53 reactivator -1%.
CC(NC(=O)c1cccc(OC2CCN(C3CCN(C)CC3)CC2)c1)c1ccccc1 (stereo not drawn) was read as Giardia kill inconclusive, ELG1 genotoxic 4%, Rab9 promoter act -3%, NPC1 prom act -6%, RORg inh 7%, BRCA1 expr up -13%, VP16 counter -8%, FLuc counter 3% and p53 reactivator 6%.
`O=C(NCCCN1CCN(Cc2ccccc2)CC1)C1CCN(S(=O)(=O)N2CCCC2)CC1` gave Giardia kill 28, ELG1 genotoxic -4%, Rab9 promoter act -8%, NPC1 prom act -5%, RORg inh 8%, BRCA1 expr up -18%, VP16 counter -4%, Menin-MLL TR inh 10%, PKM2 activator -4%, FLuc counter 3% and p53 reactivator 2%.
